Screens: PubChem, National Center for Advancing Translational Sciences (NCATS)
TDP1 cell CPT: qHTS for Inhibitors of human tyrosyl-DNA phosphodiesterase 1 (TDP1): qHTS in cells in presence of CPT | chicken DT40 Tdp1-/-;hTDP1 cells + 20 nM CPT, ATP luminescence, 48 h | 420,000 compounds, 12% hits | Potency, µM (highest dose often 46.2 µM), without a hit: top-dose activity change, negative = growth inhibition, usual class: inhibitors; note: nearly all actives have a fitted effect of over 55% in size
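Chicken DT40 Tdp1-/- cells stably complemented with human TDP1 were seeded at 400 cells/well in medium containing 20 nM camptothecin, exposed to pin-transferred compounds, and grown at 37 °C for at least 48 hr. Viability was read as ATP luminescence.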
DT40 TDP1 no CPT: qHTS for Inhibitors of human tyrosyl-DNA phosphodiesterase 1 (TDP1): qHTS in cells in absence of CPT | DT40 Tdp1-/- hTDP1 cells, no CPT, ATP luminescence, 48 h | Potency, µM (doses to about 46.2 µM), for the others: top-dose activity change, negative = growth inhibition, most hits filed as inhibitors | 420,000 compounds, 15% hits; note: nearly all actives have a fitted effect of over 55% in size
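Camptothecin absent (DMSO only). Human TDP1-complemented DT40 knockout cells, 400 cells/well, 37 °C for minimum 48 hr; ATP measured via CellTiter-Glo, 30 min dark incubation, luminescence.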
TDP1 inh: qHTS Assay for Inhibitors of Tyrosyl-DNA Phosphodiesterase (TDP1); Tyrosyl-DNA phosphodiesterase 1 (Homo sapiens), Q9NUW8; recombinant TDP1, AlphaScreen DNA substrate cleavage; Potency, µM (doses to about 130 µM), inactives show at the top dose activity change, negative = inhibition, actives largely listed as inhibitors; 350,000 compounds, 0.28% hits; AID 485290, 2010; note: nearly all actives have a fitted effect of over 40% in size
Target sequence (Q9NUW8 whole entry, looked up): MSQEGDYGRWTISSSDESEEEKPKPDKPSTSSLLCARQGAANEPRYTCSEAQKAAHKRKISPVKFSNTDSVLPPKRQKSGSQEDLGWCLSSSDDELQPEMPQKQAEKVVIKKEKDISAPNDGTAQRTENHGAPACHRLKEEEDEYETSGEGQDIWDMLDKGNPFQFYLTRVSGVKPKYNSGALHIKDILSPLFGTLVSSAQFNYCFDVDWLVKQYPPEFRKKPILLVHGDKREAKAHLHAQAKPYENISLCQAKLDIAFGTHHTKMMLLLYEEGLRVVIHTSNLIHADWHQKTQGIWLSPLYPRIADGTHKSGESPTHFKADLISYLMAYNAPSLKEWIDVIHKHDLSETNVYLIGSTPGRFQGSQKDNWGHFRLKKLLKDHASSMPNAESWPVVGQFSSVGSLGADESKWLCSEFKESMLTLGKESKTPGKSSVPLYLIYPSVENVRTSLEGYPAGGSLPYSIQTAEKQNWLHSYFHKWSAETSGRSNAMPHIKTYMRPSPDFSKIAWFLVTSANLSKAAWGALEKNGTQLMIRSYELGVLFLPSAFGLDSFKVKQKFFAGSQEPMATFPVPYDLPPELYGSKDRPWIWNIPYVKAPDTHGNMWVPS
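Signal: AlphaScreen proximity between streptavidin donor and anti-FITC acceptor beads on intact substrate. Reaction: Tdp1 1 nM, substrate 15 nM final, 5 min RT after 15 min compound preincubation.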
* = called active by the depositor; ? = inconclusive; nt = no result given; [ ] = dose if it differs, or a comment. Calls come from the whole dose curve; as a rule, active = well fitted curve in the direction sought with a large enough effect; inconclusive = small, poorly fitted or top-dose-only effect, or another doubt; inactive = no such curve, though single readings can be large; an effect the other way counts as inactive or inconclusive. % is set by controls: 0 for no effect and ±100 for the full control effect; potency is the fitted concentration of half-maximal effect. Rows are unselected. Share with any hit: about 18%.

SMILES | TDP1 cell CPT | DT40 TDP1 no CPT | TDP1 inh
COc1cc(NC(=O)c2ccc(Cl)cc2)c(OC)cc1NC(=O)CN1CCOCC1 | ? | ? | 7%
CCN(CC)c1ccc(/C=C/C(=O)c2ccc(Br)cc2)cc1 | 16µM* | ? | nt
Cc1cccc(CN2CCC(CNc3ncnc4onc(-c5ccc(Cl)cc5)c34)CC2)c1 | ? | ? | 1%
COc1ccccc1C1CN(Cc2cccc3nccnc23)Cc2ccccc2O1 (centres undefined) | -11%[9.04 µM] | -6% | nt
CN(C(=S)NC1=CCS(=O)(=O)C1)C1CCCCC1 | -13% | -17% | 7%
CC(C)N1CC(COc2ccccc2Cl)OC1=O (centres undefined) | 1% | 0% | nt
COc1ccc(CCNc2nc3ccccc3n3nnnc23)cc1OC | -22% | -29% | 2%
Cc1ccccc1-c1cnc(C(O)c2ccc(F)c(F)c2)[nH]1 (centres undefined) | -6% | -14% | nt
O=[N+]([O-])c1ccccc1Nc1ccccc1[N+](=O)[O-] | -24% | -12% | nt
CC1Cc2ccccc2N1C(=O)CSc1nnc(-c2ccccc2)c(-c2ccccc2)n1 (centres undefined) | 21µM* | ? | 5%
CCCCNC(=O)c1ccc2nc(CC)c(N(C)Cc3ccc(OC)cc3)n2c1 | 16µM* | ? | nt
O=C(CSc1cccc2cccnc12)N/N=C/c1cccc(O)c1 | ? | 16µM* | 2%
COc1ccccc1N1CCN(Cc2nc(-c3ccc(F)cc3)oc2C)CC1 | ? | 18µM* | 5%
CCN(CC)C(=O)C1CCCN(Cc2ccc3ccccc3c2)C1 (centres undefined) | -3% | -23% | nt
O=C(OCC1COC(c2ccccc2)(c2ccccc2)O1)c1ccccc1 (centres undefined) | 2% | -26% | nt
CC1CN(C(=O)C2CC2)C(C)CN1C(=O)C1CC1 (centres undefined) | -1% | -4% | 5%
CC(C)CN(C)C(=O)CCc1nnc(Cc2ccc(-c3ccccc3)cc2)o1 | ? | 12µM* | 5%
Cc1ccc(O)c(-c2[nH]ncc2C(=O)c2ccc(Cl)cc2)c1 | -24% | -21% | nt
CC(=O)c1c(C)[nH]c(C(=O)OCC(=O)NCc2ccc3c(c2)OCO3)c1C | ? | ? | 2%
CC1Cc2cc(/C(O)=C3\C(=O)C(=O)N(Cc4cccnc4)C3c3ccccc3F)ccc2O1 (centres undefined) | ? | 37%[activator] | 5%
CN(C(=O)c1ccc2nccnc2c1)C1CCCCC1 | -5% | -17% | 3%
O=c1cc(-c2ccc(O)cc2)oc2ccc3ccccc3c12 | ? | 16µM* | 32µM*
CCCCN(C(=O)COC(=O)c1ccc(C)s1)c1c(N)n(CCC)c(=O)[nH]c1=O | ? | ? | 0%
O=C1CC(c2ccccc2)CC(O)=C1C=NCc1ccc(Cl)cc1 (centres undefined) | -25% | -15% | -4%
Nc1ccc(N2CCN(C(=O)c3ccco3)CC2)cc1 | 16µM* | 18µM* | 7%
O=C(NCC(=O)N1CCN(c2ccccc2O)CC1)c1ccccc1 | -25% | -18% | 3%[0.0935 µM]
CCN(CC)C(NC(=O)Cc1ccccc1)C(Cl)(Cl)Cl (centres undefined) | -1% | 9% | 6%
CN(C)C(=O)c1ccc(NC(=O)c2cncc(Br)c2)cc1 | ? | ? | -2%
CCC1(c2ccc(F)cc2)NC(=O)N(CC(=O)Nc2ccccc2Cl)C1=O (centres undefined) | 8% | -19% | 5%
O=C1CC(c2ccc(F)cc2)Cc2nc(N3CCOCC3)ncc21 (centres undefined) | -21% | ? | 8%
O=C(O)CCN1C(=O)C2C3C=CC(C3)C2C1=O (centres undefined) | 3% | 5% | -5%
Cc1cccc(C)c1-n1ncc(C(=O)N2CCN(c3ncccn3)CC2)c1C1CCN(C(=O)OC(C)(C)C)CC1 | ? | ? | 3%
COC(=O)c1c(NC(=O)c2ccc(S(=O)(=O)N3CCOCC3)cc2)sc2c1CCN(C)C2 | ? | ? | 5%
Cc1cc(=O)[nH]c(SCC(=O)Nc2ccc(Br)cn2)n1 | ? | 4% | 3%
Cc1ccccc1-c1nc(CN2CCC(C(=O)N3CCN(c4ccccn4)CC3)CC2)c(C)o1 | 23µM* | ? | 3%
CN(C)S(=O)(=O)c1ccc(C(=O)Nc2cccc(C(=O)N3CCOCC3)c2)cc1 | -14% | -8% | 5%[56.1 µM]

An excerpt of these results, as a markdown table.
| canonical_smiles | TDP1 cell CPT | DT40 TDP1 no CPT | TDP1 inh |
| --- | --- | --- | --- |
| CC1Cc2cc(/C(O)=C3\C(=O)C(=O)N(Cc4cccnc4)C3c3ccccc3F)ccc2O1 (centres undefined) | ? | 37%[activator] | 5% |
| CN(C(=O)c1ccc2nccnc2c1)C1CCCCC1 | -5% | -17% | 3% |
| O=c1cc(-c2ccc(O)cc2)oc2ccc3ccccc3c12 | ? | 16µM* | 32µM* |
| CCCCN(C(=O)COC(=O)c1ccc(C)s1)c1c(N)n(CCC)c(=O)[nH]c1=O | ? | ? | 0% |
| O=C1CC(c2ccccc2)CC(O)=C1C=NCc1ccc(Cl)cc1 (centres undefined) | -25% | -15% | -4% |
| Nc1ccc(N2CCN(C(=O)c3ccco3)CC2)cc1 | 16µM* | 18µM* | 7% |
| O=C(NCC(=O)N1CCN(c2ccccc2O)CC1)c1ccccc1 | -25% | -18% | 3%[0.0935 µM] |
| CCN(CC)C(NC(=O)Cc1ccccc1)C(Cl)(Cl)Cl (centres undefined) | -1% | 9% | 6% |
| CN(C)C(=O)c1ccc(NC(=O)c2cncc(Br)c2)cc1 | ? | ? | -2% |
| CCC1(c2ccc(F)cc2)NC(=O)N(CC(=O)Nc2ccccc2Cl)C1=O (centres undefined) | 8% | -19% | 5% |
| O=C1CC(c2ccc(F)cc2)Cc2nc(N3CCOCC3)ncc21 (centres undefined) | -21% | ? | 8% |
| O=C(O)CCN1C(=O)C2C3C=CC(C3)C2C1=O (centres undefined) | 3% | 5% | -5% |
| Cc1cccc(C)c1-n1ncc(C(=O)N2CCN(c3ncccn3)CC2)c1C1CCN(C(=O)OC(C)(C)C)CC1 | ? | ? | 3% |
| COC(=O)c1c(NC(=O)c2ccc(S(=O)(=O)N3CCOCC3)cc2)sc2c1CCN(C)C2 | ? | ? | 5% |
| Cc1cc(=O)[nH]c(SCC(=O)Nc2ccc(Br)cn2)n1 | ? | 4% | 3% |
| Cc1ccccc1-c1nc(CN2CCC(C(=O)N3CCN(c4ccccn4)CC3)CC2)c(C)o1 | 23µM* | ? | 3% |
| CN(C)S(=O)(=O)c1ccc(C(=O)Nc2cccc(C(=O)N3CCOCC3)c2)cc1 | -14% | -8% | 5%[56.1 µM] |

(cont.)
SMILES | TDP1 cell CPT | DT40 TDP1 no CPT | TDP1 inh
CCOc1ccccc1NC(=O)N1CCC(n2c(C)nc3cccnc32)CC1 | 0% | 4% | 6%
Cc1ccc(/C=C/C(=O)OCC(=O)Nc2cccnc2Cl)o1 | 9% | 11% | -11%
O=C(Cc1c[nH]c2ccccc12)NCC(=O)Nc1ccc(F)c(F)c1F | -17% | -4% | 3%
Cc1cc(C)n(-c2ccc(C(=O)Nc3nnc(C4CC4)s3)cc2)n1 | -6% | -17% | 3%
Cc1cc2cc(C)c(NCCNC(=O)c3cccs3)nc2cc1C | -20% | ? | -2%
COc1ccc(SN=C2C(C)=CC(=O)C=C2C)cc1 | ? | 9.2µM* | -11%
O=C(CCS(=O)(=O)c1cc(Br)cc2c1N(C(=O)C1CC1)CC2)N1CCN(c2ccccn2)CC1 | -17% | -21% | 9%
O=C(O)C1C2OC3C(OC(=O)C31)C2Br (centres undefined) | -2% | -6% | nt
NS(=O)(=O)c1cnccc1Oc1cccc(Cl)c1 | 0% | -18% | nt
O=C(NC1CCCC1)C1CCN(C(=O)Nc2cccc(Cl)c2)CC1 | 1% | 1% | 2%
O=C(Nc1ccccc1Cc1ccccc1)c1ccncc1 | -14% | 11% | 5%
O=C(CCC1COc2ccccc2O1)N1CCCC1 (centres undefined) | 10% | 1% | 4%
Cn1nnc2cc(C(=O)N3CCN(c4ccccc4)CC3)ccc21 | 1% | -7% | 2%
Cc1ccccc1CN(C)C[C@@H]1OCc2cnnn2CCCC(=O)N([C@H](C)CO)C[C@H]1C | 4% | 11% | nt
C(=N\N(c1ccccc1)c1ccccc1)/c1ccccn1 | -13% | 29µM* | 0%
COc1ccc2ccccc2c1/C=N/NC(=O)c1ccccc1F | -6% | -11% | nt
COc1ccc(O)c(/C=N/NC(=O)CSc2nnc(C)n2-c2ccccc2)c1 | 16µM* | 18µM* | 4%
Cn1c(=O)oc2cc(S(=O)(=O)NC(Cc3ccccc3)C(=O)NCc3ccccc3Cl)ccc21 (centres undefined) | -20% | -13% | 7%
Cc1ccccc1C(=O)NCCCNC(=O)c1ccccn1 | 4% | -4% | 4%
O=C(CSc1nnc(SCc2ccc(Cl)cc2)s1)c1ccc2c(c1)OCO2 | -4% | 2% | -5%
CN(Cc1nc2ccccc2c(=O)[nH]1)C(=O)c1ccc(S(=O)(=O)N2CCCC2)cc1 | -5% | -3% | 0%
O=C(NC1C(=O)NNC1c1ccccc1)c1ccc(F)cc1 (centres undefined) | -8% | -7% | 4%
OC(c1ccc(Cl)c(Cl)c1)c1ncc(-c2ccccc2C(F)(F)F)[nH]1 (centres undefined) | ? | 18µM* | nt
CCCN1CCN(C(=O)Cn2c(=O)oc3cc(S(=O)(=O)NCc4ccccc4)ccc32)CC1 | ? | -24% | -5%
CC(C)CC(c1nc2ccccc2[nH]1)n1c(-c2ccccc2Br)nc2ccccc21 (centres undefined) | -1% | -6% | nt
CCOC(=O)C1CCCN(C(=O)c2cc(C)n(C(C)(C)C)n2)CC1 (centres undefined) | -5% | -22% | nt
COc1ccc(/C=N/N2CCN(C3c4ccccc4-c4ccccc43)CC2)cc1O | ? | 18µM* | 9%
O=C1CCC(C(=O)N2CCc3c(Cl)cccc3C2)CN1CCCN1CCOCC1 (centres undefined) | -11% | -17% | 3%
Cc1cc(OCC(=O)OCC(=O)NCc2ccco2)ccc1Cl | -4% | -19% | -2%
CCOC(=O)C1=CN(Cc2ccco2)S(=O)(=O)NC1c1ccc(Br)cc1F (centres undefined) | -22% | ? | 0%[56.1 µM]
Cn1c(=O)c(-c2cc(F)cc(F)c2)nc2cnc(Oc3cccc(Cl)c3)nc21 | 6% | -8% | nt
CC(Sc1nncn1C)C(=O)NCCC1=CCCCC1 (centres undefined) | -1% | -19% | 0%
O=C(CSc1ccc2nnc(CCNC(=O)c3ccccc3)n2n1)Nc1ccccc1 | 10% | -20% | 2%
Cc1sc(N/N=C/c2cccs2)nc1-c1ccccc1 | ? | 18µM* | 3%
CNc1nc(C)cc(C)c1S(=O)(=O)c1ccc(C)cc1 | -26% | ? | -12%
COc1ccc(-c2csc3ncnc(N4CCN(CCO)CC4)c23)cc1 | -23% | ? | nt
NC(=O)c1nsc(C(=O)N(Cc2ccccc2F)C(C(=O)NCC2CCCO2)c2ccc(F)cc2)c1N (centres undefined) | ? | ? | -3%
CCCN1C(=O)C(O)(c2c(C)[nH]c3ccccc23)c2ccccc21 (centres undefined) | 5.2µM* | 5.2µM* | nt
O=C(CN1c2cccc3cccc(c23)S1(=O)=O)NCc1ccc(Cl)cc1 | -3% | -3% | -7%[56.1 µM]
CCOc1cc(C2CC(=O)c3c(ccc4ccccc34)N2)ccc1O (centres undefined) | -28% | -29% | 5%
COc1ccccc1CNC(=O)COC(=O)c1cnc(C)cn1 | -6% | -22% | nt
Cc1cc(NC(=O)CSc2nc(C3CC3)nc3sc(C)c(C)c23)no1 | 8.2µM* | 8.2µM* | -6%
CCCOc1ccc(C(=O)NC(C)C(=O)O)cc1 (centres undefined) | -24% | -6% | 5%
Cc1cccc(C)c1Nc1nnc(SC(C)C(=O)Nc2c(C)n(C)n(-c3ccccc3)c2=O)s1 (centres undefined) | -16% | -29% | 3%
O=C(COc1ccc(Br)cc1)Nc1ccccc1C(=O)NC1CC1 | 1% | ? | -4%
COc1ccc(NC(=O)c2cc(C3CC3)nc3c2c(C)nn3-c2ccccc2)cc1OC | ? | ? | 0%
COc1ccccc1-c1cc(NC=O)c2ncc(-c3ccc(F)cc3)n2c1 | 13µM* | 18µM* | nt
COc1ccccc1NC(=O)C(C)OC(=O)CCCOc1ccccc1 (centres undefined) | -9% | -10% | nt
Cc1noc(C)c1CN(C(=S)NC1CC1)c1ccccc1 | -5% | -19% | 2%
COc1ccc(-c2nc(CN3CCN(Cc4ccccc4)CC3)c(C)o2)cc1 | 5% | -13% | nt
Cc1ccc(NC(=O)c2sc(Cl)nc2-c2ccccc2)cc1C | ? | 18µM* | 1%
CCOc1ccc(OCC)c(NC(=O)CSc2nc3cccnc3n2C)c1 | ? | ? | 8%
